PLK1 PBD inh: Plk1 polo box domain binding inhibitors, primary screen, biochemical, fluorescence polarization; Serine/threonine-protein kinase PLK1 (Homo sapiens), P53350; Plk1 PBD phosphopeptide binding; inhibition, %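 (tested at about 20 µM)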; actives 0.13% (n = 97,000); in the data active = inhibition above about 34%, passing the limit was not always enough
Target sequence (P53350 whole entry, looked up, the tested form may be a part): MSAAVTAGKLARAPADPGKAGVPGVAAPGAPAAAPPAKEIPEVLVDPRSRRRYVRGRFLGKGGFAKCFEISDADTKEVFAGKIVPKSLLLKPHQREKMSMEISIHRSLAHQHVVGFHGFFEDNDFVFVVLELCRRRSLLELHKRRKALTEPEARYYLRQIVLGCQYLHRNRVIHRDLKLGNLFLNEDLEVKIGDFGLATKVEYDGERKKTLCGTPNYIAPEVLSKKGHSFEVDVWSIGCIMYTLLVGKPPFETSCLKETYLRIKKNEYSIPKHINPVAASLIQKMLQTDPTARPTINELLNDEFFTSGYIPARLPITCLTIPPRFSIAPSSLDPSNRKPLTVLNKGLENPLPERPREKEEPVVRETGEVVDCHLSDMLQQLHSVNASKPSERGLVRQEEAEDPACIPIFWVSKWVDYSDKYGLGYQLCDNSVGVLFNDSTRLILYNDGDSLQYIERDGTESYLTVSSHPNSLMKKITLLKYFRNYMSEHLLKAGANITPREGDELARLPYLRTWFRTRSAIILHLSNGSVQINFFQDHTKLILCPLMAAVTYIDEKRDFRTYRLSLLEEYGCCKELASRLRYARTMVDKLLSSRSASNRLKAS
MT1-MMP txn act: MT1-MMP promoter reporter activation – cell-based, luciferase luminescence, primary screen; HT1080 MT1-MMP promoter luciferase reporter, overnight; active compounds read high; activation factor at 10 µM; actives 0.16% (n = 86,000);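 active = activation factor of at least 2 for MT1-MMP transcription at 10 µM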
PLAP act: PLAP enzyme activators, biochemical, luminescence, HTS; actives 1.2% (n = 96,000); purified PLAP enzyme, luminescent substrate read-out; active compounds read high; Alkaline phosphatase, placental type (Homo sapiens), P05187; activation fold at 20 µM; AID 696, 2007; in the data active = activation fold above about 2
FAK blocker: FAK kinase inhibitors, primary screen, biochemical; Focal adhesion kinase 1 (Homo sapiens), Q05397; biochemical FAK kinase activity assay; inhibition, %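 (tested at 7 µM)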; actives 0.84% (n = 97,000); AID 727, 2007; in the data active = inhibition above about 19%;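 note: 0% = DMSO and 100% = reference compound high control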
S1P2 blocker: human S1P2 receptor antagonists, primary screen, cell-based; Sphingosine 1-phosphate receptor 2 (Homo sapiens), O95136; cell-based S1P2 antagonist assay, inhibition at 5 uM; inhibition, % at 5 µM; actives 0.21% (n = 97,000); in the data active = inhibition above about 45%;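 note: CRE beta-lactamase reporter cells expressing human S1P2 stimulated with S1P; 0% = agonist at EC80 alone and 100% = agonist plus reference antagonist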
Target sequence (O95136 whole entry, looked up): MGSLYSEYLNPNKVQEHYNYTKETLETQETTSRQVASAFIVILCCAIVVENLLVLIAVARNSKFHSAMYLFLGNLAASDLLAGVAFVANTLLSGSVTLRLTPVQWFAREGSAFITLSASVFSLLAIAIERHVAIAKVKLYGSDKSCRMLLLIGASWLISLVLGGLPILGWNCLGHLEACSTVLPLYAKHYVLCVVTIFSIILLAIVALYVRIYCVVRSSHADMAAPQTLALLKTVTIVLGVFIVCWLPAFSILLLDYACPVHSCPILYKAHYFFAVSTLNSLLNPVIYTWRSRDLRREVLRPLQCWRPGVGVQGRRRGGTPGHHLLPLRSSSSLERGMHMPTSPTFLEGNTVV
S1P2 agonist: S1P2 receptor agonists, primary screen, cell-based. S1P2-expressing cell line, agonist reporter read-out. AID 729, 2007. actives 0.46% (n = 97,000). activation, % at 4.5 µM; in the data active = activation above about 16%;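 note: 0% = vehicle low control and 100% = maximal reference agonist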
PLK1 kinase inh: human PLK1 kinase inhibitors, primary screen, biochemical, TR-FRET. recombinant PLK1 kinase, TR-FRET peptide phosphorylation. actives 0.53% (n = 97,000). inhibition, % at 10 µM. Serine/threonine-protein kinase PLK1 (Homo sapiens), P53350;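 active = inhibition of 50% or more in the single-concentration screen; inactive = inhibition below 50%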;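 note: 0% = DMSO max control and 100% = H-89 dihydrochloride min control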
HIV Rev-RRE inh: HIV-1 Rev-RRE binding inhibitors, primary screen, biochemical, FRET, protein-RNA interaction. P05866. Rev peptide-RRE RNA binding. inhibition, % at 8 µM. actives 0.79% (n = 97,000). AID 704, 2007;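 active = inhibition above the screen-wide mean plus 3 SD, cut at about 35% in these data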;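 note: 0% = median DMSO wells and 100% = median Neomycin B control wells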
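Test system: Cy5-tagged RRE RNA duplex with fluorescein-tagged Rev peptide; Probe or stimulus: labelled Rev peptide; Schedule: 5 min preincubation and 15 min binding, 25 °C; Signal: FRET fluorescence readout; Evaluation: % inhibition from 671/540 nm acceptor-to-donor ratio, scaled between controls; Control set: DMSO and neomycin B.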
EphB4 antag: EphB4-ephrin-B2 interaction antagonists, primary screen, biochemical, TNYL-RAW peptide probe, fluorescence polarization; Ephrin type-B receptor 4 (Homo sapiens), P54760; EphB4 LBD / TNYL-RAW-Alexa532 peptide; inhibition, % at 7 µM; actives 0.15% (n = 97,000); AID 720, 2007;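 active = inhibition above the screen-wide mean inhibition plus 3 SD, cut at about 15% in these data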;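 note: 0% = DMSO wells and 100% = excess unlabeled TNYL-RAW peptide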
An asterisk follows results filed as active; / = not tested or not shown.

PLK1 PBD inh	MT1-MMP txn act	PLAP act	FAK blocker	S1P2 blocker	S1P2 agonist	PLK1 kinase inh	HIV Rev-RRE inh	molecule	EphB4 antag
20	1.1	0.9	4	7	-7	-8	6	CC(C)(C)NC(=O)CN1CCC(O)(c2ccccc2)CC1	1
1	1.1	1.3	3	9	-8	-4	6	O=C(Cn1nc(Cc2ccncc2)c2ccccc2c1=O)N1CCc2ccccc2C1	0
10	1.1	0.9	1	11	-7	-7	4	Cc1ccc(NC(=O)CS(=O)CC(=O)NCC2CCCO2)cc1 (stereo unspecified)	5
4	1.1	1	-2	-1	-5	0	5	C=CCc1ccccc1OCC(O)CNC (stereo unspecified)	5
-4	1.1	0.7	0	28	-3	2	2	CS(=O)(=O)N1CCC(C(=O)Nc2ccc(Br)cc2F)CC1	-2
-29	/	1	-1	9	-6	-20	-2	O=C(Oc1ccc(C(=S)N2CCOCC2)cc1Br)c1cc(Cl)ccc1Cl	-1
9	1.3	1.2	-1	1	-1	-12	2	CC(C)c1ccc(O)c(NC(=O)c2ncn[nH]2)c1	-4
-10	/	0.9	-8	-4	-2	-13	8	Cc1ccccc1C(=O)NN(C)c1nc2ccccc2nc1C(F)(F)F	2
4	/	1.1	0	-10	-1	-9	1	O=[N+]([O-])c1ccc(C(=Nc2cccc3ccccc23)N2CCOCC2)cc1	-9
8	1.1	1	0	-22	-3	-4	10	COc1ccccc1C1C(C(N)=O)=C(C)Nc2ncnn21 (stereo unspecified)	5
-7	1	0.9	0	0	-4	1	6	O=C(NCc1ccc(Cl)cc1)c1cccnc1	-9
-7	1	1	-1	-1	-9	-6	1	CCC(=O)N1CCc2cc(S(=O)(=O)NC(C(=O)NCc3ccccc3)C(C)C)ccc21 (stereo unspecified)	-11
-8	/	1.2	-5	0	-2	-3	10	CCOC(=O)N1CCC(Nc2c(NCCCN(CC)CC)c(=O)c2=O)CC1	-1
-11	/	1.7	0	-15	-6	-17	4	O=C(NNC(=O)c1ccc(O)cc1O)c1ccc(Cl)cc1	0
-24	1.1	1.2	-4	-7	-2	0	7	CC(=O)O/N=C(/C)c1ncc(C(F)(F)F)cc1N1CCOCC1	8
-7	1.1	1	1	-9	-2	-3	6	O=c1c2cnn(-c3ccc(F)cc3)c2ncn1Cc1cccnc1	7
5	1	0.9	2	15	-6	-9	10	C1CCC(n2nnnc2CN2CCCC2)CC1	7
19	1	1	-2	16	-1	-9	3	COc1ccccc1N1CCN(c2nc3ccccc3nc2C(C#N)C(=O)OC(C)C)CC1 (stereo unspecified)	-6
8	1	0.9	-6	-7	-9	-8	-2	O=C(CN(Cc1ccc2c(c1)OCO2)C(=O)CNC(=O)c1ccco1)NC1CCCCC1	12
-32	1	1	0	-2	-10	-7	1	CCOC(=O)CSc1nnc(C2CCCCC2)n1C	-8
15	/	1.3	-2	-24	-4	3	2	CC(C)C(=O)Nc1cccc(C(=O)Nc2ccccc2C(=O)O)c1	-5
8	1.1	1	0	-12	-3	-4	2	COc1ccc2c(C)c(C(=O)O)oc2c1	-2
-5	/	2*	0	-9	-7	-8	2	COc1ccc(NC(=O)C(=O)N/N=C/c2cc(C)n(-c3cccc(Cl)c3Cl)c2C)c(OC)c1	5
-2	1	/	-1	-5	-6	-8	10	C=C(C)Cn1c(NCCOC)nc2c1c(=O)[nH]c(=O)n2C	5
-11	1.3	0.9	-1	1	-7	-16	7	Cc1nc2ccc(S(=O)(=O)NCC(=O)N3CCCCC3)cc2s1	4
5	1.1	1.1	-1	5	-5	-1	9	CC(=O)Nc1ccc2c(c1)nc(CCN1CCC(C)CC1)n2C	-3
-15	1.2	1.1	1	1	-3	-4	4	Cc1ccc(/C=[N+](/[O-])C2SC(=S)N(C)C2(C)C)cc1 (stereo unspecified)	9
-20	1.1	1	5	10	-7	-3	8	CCOc1ccccc1-n1cnc2cc(C(=O)NCc3ccco3)ccc21	0
-6	1.1	1.4	-1	5	2	-7	3	COCCn1nnnc1C(c1cccc(C#N)c1)N1CCCCCC1 (stereo unspecified)	-1
4	/	0.8	-2	-23	-1	-8	5	Cc1ccc(C(=O)Nc2ncc3c(Cl)cccc3n2)cc1	3

Rewritten with tabs: four of the compounds above
canonical_smiles	PLK1 PBD inh	MT1-MMP txn act	PLAP act	FAK blocker	S1P2 blocker	S1P2 agonist	PLK1 kinase inh	HIV Rev-RRE inh	EphB4 antag
O=C(Cn1nc(Cc2ccncc2)c2ccccc2c1=O)N1CCc2ccccc2C1	1	1.1	1.3	3	9	-8	-4	6	0
C1CCC(n2nnnc2CN2CCCC2)CC1	5	1	0.9	2	15	-6	-9	10	7
CS(=O)(=O)N1CCC(C(=O)Nc2ccc(Br)cc2F)CC1	-4	1.1	0.7	0	28	-3	2	2	-2
Cc1ccc(C(=O)Nc2ncc3c(Cl)cccc3n2)cc1	4	/	0.8	-2	-23	-1	-8	5	3

Random excerpt: two records from the list.
PLK1 PBD inh	MT1-MMP txn act	PLAP act	FAK blocker	S1P2 blocker	S1P2 agonist	PLK1 kinase inh	HIV Rev-RRE inh	molecule	EphB4 antag
-11	1.3	0.9	-1	1	-7	-16	7	Cc1nc2ccc(S(=O)(=O)NCC(=O)N3CCCCC3)cc2s1	4
-5	/	2*	0	-9	-7	-8	2	COc1ccc(NC(=O)C(=O)N/N=C/c2cc(C)n(-c3cccc(Cl)c3Cl)c2C)c(OC)c1	5

Next section.
PLK1 PBD inh	MT1-MMP txn act	PLAP act	FAK blocker	S1P2 blocker	S1P2 agonist	PLK1 kinase inh	HIV Rev-RRE inh	molecule	EphB4 antag
14	/	1.7	1	-15	-8	-2	1	CCCn1c(SCC(=O)Nc2ccccc2Oc2ccccc2)n[nH]c1=O	-2
-1	/	0.9	5	17	-5	-6	4	COc1cc(OC)cc(C(=O)NN2CCCCC2)c1	7
-21	1.1	1.2	-3	4	-5	-8	0	CNc1nc(Oc2ccccc2C(=O)OC)nc(SC)n1	5
12	/	1.1	1	-25	-1	2	5	O=C(CSc1nnc(COc2cccc3ccccc23)o1)N1c2ccccc2CCc2ccccc21	-3
-16	1.2	0.9	-3	7	-2	-3	11	O=C(Nc1ccc2c(c1)OCO2)c1ccc[n+]([O-])c1	6
-5	1.1	1.3	-1	14	1	53*	2	Cc1c(Cl)cccc1N1CC(C(=O)Nc2nccs2)CC1=O (stereo unspecified)	1
-11	1.4	0.8	1	4	-11	-10	-1	Nc1c(N2CCOCC2)cc(Cl)c2nonc12	-4
-8	1.1	0.9	2	-6	-8	-18	5	Cc1oncc1C(=S)Nc1ccccc1	-1
-17	1.3	/	-6	-6	1	-3	1	COc1ccc(N2CCN(C(=O)c3ccc(CNc4c(N5CCOCC5)c(=O)c4=O)cc3)CC2)cc1	10
6	1.1	/	-1	1	-6	-14	-4	CCCCCCCCN1C(=O)C(O)=C(C(C)=O)C1c1ccccn1 (stereo unspecified)	2
3	/	1	-5	-1	-5	18	10	CCOC(=O)C/C(C)=N/NC(=O)c1cccs1	6
-29	1.1	1.2	0	-25	0	-2	10	CC(C)N(Cc1ccccc1)C(=O)COC(=O)c1ccc2c(c1)OCCO2	-4
-22	1.2	0.7	1	3	-7	6	11	Cc1cc(-c2ccccc2)nc2[n+]1CCN2C	4
11	/	1	-1	4	-4	-7	9	Cc1cc(C)n(C(=O)CCC(=O)Nc2ccc(C)c(C)c2)n1	5
-16	/	0.9	0	-39	-5	-12	10	O=c1c2ccccc2c(-c2ccc(Br)cc2)nn1Cc1ccccc1	-4
-6	1	1	2	-3	-1	-9	0	Cc1cc(=O)oc2cc(OCC(=O)N3CCCC(C)C3)ccc12 (stereo unspecified)	-2
3	1.1	1	-4	11	-3	-5	6	O=C(C1CCCN(S(=O)(=O)c2cnc[nH]2)C1)N1CC(=O)N(CCc2ccccc2)C(=O)C1 (stereo unspecified)	3
2	1.2	1.4	1	0	-5	-12	0	Cc1cccc(-n2c(Cc3cc(=O)[nH]c(=O)[nH]3)nnc2SCC(=O)N2CCCCC2)c1	0
1	1.1	1.6	0	-2	-2	-16	3	COC(=O)C(O)(CC(=O)Nc1cccc(SC)c1)C(F)(F)F (stereo unspecified)	2
1	1.3	1	1	4	-1	-13	4	c1ccc2[nH]c(NCCCN3CCOCC3)nc2c1	-7
5	1.2	1	-6	-15	-4	6	-1	COc1ccc(S(=O)(=O)N2CCC(O)(c3ccc4c(c3)OCO4)CC2)cc1	0
1	/	0.9	-1	-7	-26	-9	13	Cc1c(N=Cc2ccccn2)c(=O)n(-c2ccccc2)n1C	-3
-21	1.4	0.9	4	-5	0	-7	8	COC(=O)c1sc(NC(=O)c2csc3c2CCCC3)nc1C	-2
28	1	1.3	0	-6	-6	-9	3	COc1ccccc1-c1nnc(NC(=O)C(C)SC2=NCCS2)s1 (stereo unspecified)	7
-12	/	1.3	2	12	-4	-25	13	Cc1cc(C)c(S(=O)(=O)N2CCCCC2)cc1N(C)S(=O)(=O)c1ccc(Cl)cc1	-3
10	1.2	0.9	1	-5	1	-10	10	O=C(Nc1ccc2c(c1)oc1ccccc12)c1ccc2c(c1)OCO2	0
-8	/	1	1	-33	-7	-10	1	CCn1c(O)c(/C=C2\C=Nc3ccccc32)sc1=Nc1ccccc1	-3
-12	/	1	-4	36	-7	-22	3	CCCn1nnnc1-c1ccc(Cl)cc1	-1
22	/	1.2	1	-15	-8	-4	2	CCNC(=S)NC1CC2CCCC(C1)N2Cc1ccco1 (stereo unspecified)	-3
-2	/	1.1	-7	8	-10	-2	2	O=C(NN1C(=O)c2ccccc2NC1c1ccccn1)c1ccc(Br)cc1 (stereo unspecified)	-7
32	1	1	1	-17	-1	9	0	O=C1COc2ccc(C(=O)COC(=O)C3CCN(S(=O)(=O)c4cccs4)CC3)cc2N1	-4
-6	1.1	0.9	-1	12	-4	-11	2	COC(=O)c1ccc(C)c(NC(=O)C2COc3ccccc3O2)c1 (stereo unspecified)	-2

Compound activity from PubChem BioAssay.
